High-throughput results: PubChem BioAssay, several laboratories
rCAG RNA binder = molecules binding r(CAG) RNA repeats; 1.3% of 370,000 active; r(CAG) RNA repeat, TO-PRO-1 dye displacement fluorescence; AID 651821; inhibition, % at 3 µM;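 active means inhibition above the plate cutoff, the mean of all test compounds on that plate plus 3 SD, cut at about 35% in these data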;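 further: 0% = DMSO alone and 100% = 100 µM mitoxantrone as full dye displacement; higher means more dye released from RNA so lower well fluorescence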
TDP2 inh = blocks human TDP2 phosphodiesterase activity; O95551; recombinant TDP2, T5PNP hydrolysis, p-nitrophenol absorbance 415 nm; inhibition, % at 12.8 µM; 0.34% of 370,000 active;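 active means inhibition above the mean of all tested compounds plus 3 SD, set per campaign, cut at about 25% in these data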;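 further: 0% = DMSO with enzyme and 100% = buffer with substrate but no TDP2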
Target sequence (O95551 whole entry, looked up): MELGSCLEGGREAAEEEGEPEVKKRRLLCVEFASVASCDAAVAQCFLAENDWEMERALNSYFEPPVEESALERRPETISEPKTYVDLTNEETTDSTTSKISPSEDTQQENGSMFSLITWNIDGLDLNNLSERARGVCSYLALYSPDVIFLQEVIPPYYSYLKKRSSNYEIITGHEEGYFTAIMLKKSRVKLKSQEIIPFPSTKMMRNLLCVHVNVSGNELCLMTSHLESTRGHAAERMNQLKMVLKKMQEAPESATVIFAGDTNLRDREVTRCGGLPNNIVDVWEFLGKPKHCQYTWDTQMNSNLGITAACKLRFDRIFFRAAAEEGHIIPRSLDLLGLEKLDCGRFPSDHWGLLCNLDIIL
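Assay system: Recombinant human TDP2 | Quantity: 120 nM TDP2 per well | Incubation: 2 h at 37 °C | Signal: Epi absorbance | Evaluation: Percent inhibition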
NPR2 activator = GC-B (human) receptor activation. AID 1920062. 0.11% of 370,000 active. activation, % at 10 µM. HEK293-GC-B cells, CNP EC30, cGMP TR-FRET; 0% at EC30 CNP, 100% saturating CNP;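 active means activation at 10 µM reaching about 35% in either raw or pattern-adjusted values, limit read from the data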
MBD2 DNA inh = MBD2-methylated oligo binding inhibition; Q9UBB5; TR-FRET, MBD2 binding to methylated oligonucleotide; inhibition, % at 4.4 µM; 0.31% of 370,000 active; AID 686964; in the data active means inhibition above about 13%
LEDGF integ inh = blocks HIV-1 LEDGF/p75-dependent DNA integration. 0.64% of 370,000 active. TR-FRET IN-LEDGF/p75 DNA integration, Eu/Cy5. inhibition, % at 3.7 µM;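 active means inhibition above the screen-wide mean plus 3 SD, cut at about 13% in these data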;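 further: signal is the Cy5 over europium emission ratio at 671 and 618 nm; 0% = plate median of compound wells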
TCR-CD3 inh = inhibitors of human TCR-CD3 interaction; TAMRA-labeled TCR probe fluorescence, biochemical; inhibition, % at 9.4 µM; 0.37% of 360,000 active; AID 651800; in the data active means inhibition above about 19%;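 further: recombinant mutant TCR 2C K166C tagged with TAMRA read by polarization; 0% = receptor in buffer alone and 100% = receptor with positive control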
HTRA1 inhibitor = inhibitors of human serine peptidase HTRA1; Q92743; recombinant HTRA1, FP-rhodamine activity-based probe, fluorescence polarization; inhibition, % at 5.96 µM; 0.5% of 340,000 active; AID 504803; in the data active means inhibition above about 36%;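 further: 0% = enzyme with DMSO and 100% = wells lacking enzyme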
mABHD4 FP = ABHD4 (mouse) inhibition, primary FP screen | Q8VD66 | purified mABHD4, FP-Rh probe fluorescence polarization | inhibition, % at 8.92 µM | 0.54% of 370,000 active | AID 720543;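 active means inhibition exceeding the mean over every tested compound plus 3 SD, cut at about 30% in these data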;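 further: 0% = plate median of compound wells and 100% = S159A mutant with DMSO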
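Assay system: wild-type mouse ABHD4 protein; compound: single nominal dose of 8.92 µM, 0.89% DMSO final; schedule: 45 min + 60 min at 25 °C; measured by: FP readout, ex 525 nm / em 598 nm; evaluation: % inhibition of FP-Rh probe binding versus controls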
PRMT1 inh = blocks human protein arginine methyltransferase 1; 1.3% of 370,000 active; Q99873; inhibition, % at 2.79 µM; recombinant PRMT1, activity-based probe fluorescence polarization;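 active means inhibition above about 21% made by adding two undisclosed values, limit read from the data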
Target sequence (Q99873 whole entry, looked up): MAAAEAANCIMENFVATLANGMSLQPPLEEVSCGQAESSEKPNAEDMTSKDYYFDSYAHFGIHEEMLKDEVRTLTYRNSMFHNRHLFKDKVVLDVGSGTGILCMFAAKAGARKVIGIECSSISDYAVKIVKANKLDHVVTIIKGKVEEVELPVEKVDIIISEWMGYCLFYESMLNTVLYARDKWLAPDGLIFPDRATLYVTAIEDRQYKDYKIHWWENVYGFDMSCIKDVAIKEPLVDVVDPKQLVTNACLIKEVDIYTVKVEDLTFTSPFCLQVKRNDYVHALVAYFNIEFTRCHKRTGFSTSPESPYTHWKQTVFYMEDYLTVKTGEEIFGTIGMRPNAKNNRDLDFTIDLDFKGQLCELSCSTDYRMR
SIAE inh = human SIAE inhibition, primary screen. Q9HAT2. SIAE FP-Rh probe binding, fluorescence polarization. inhibition, % at 9.66 µM. 0.69% of 370,000 active;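 active means inhibition above a cutoff: mean of compounds within the control limits plus 3 SD of those, cut at about 17% in these data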;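 further: 0% = plate median of compound wells and 100% = probe without SIAE protein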
The depositor's hits bear a star; . = no result given.

SMILES	rCAG RNA binder	TDP2 inh	NPR2 activator	MBD2 DNA inh	LEDGF integ inh	TCR-CD3 inh	HTRA1 inhibitor	mABHD4 FP	PRMT1 inh	SIAE inh
COc1cc(S(=O)(=O)NCCOC23CC4CC(CC(C4)C2)C3)c(OC)cc1Cl	0	-3	-5	1	2	2	-5	0	-3	-15
CCOc1ccc(S(=O)(=O)N2CCN(C(=O)c3cc(-c4ccccc4)nn3-c3ccccc3)CC2)cc1	3	-9	1	0	0	-6	-1	-2	4	-8
CN1CCN(CCCNC(=O)c2ccc(/C=C3\Sc4ccccc4N(Cc4ccccc4F)C3=O)cc2)CC1	-1	0	2	-3	1	-4	-6	0	1	0
CCC(c1nnnn1-c1ccc2c(c1)OCCO2)N1CCN(Cc2c(F)cccc2Cl)CC1 (centres undefined)	4	7	-5	4	2	1	.	1	1	-2
CC1(C(=O)OCC(=O)Nc2ccc(Cl)cn2)CC1(Cl)Cl (centres undefined)	0	12	-3	-7	2	8	-7	-2	0	0
COc1ccccc1CNC(=O)c1c(-c2ccccc2)nn(-c2ccccc2)c1C	-5	-9	0	6	1	-6	-17	-10	3	6
Cc1ccc(C(=O)COC(=O)COc2ccc(C)c(C)c2)cc1	-7	2	-2	-1	-2	-3	-17	0	-2	16
Nc1c(C(=O)OCC(=O)Nc2ccc(OC(F)F)cc2)[nH]c(=O)[nH]c1=O	3	18	-2	-5	-1	-2	3	4	4	11
Cc1cc(C)c(S(=O)(=O)c2ccccc2C)c(Oc2ccccc2)n1	-6	-5	0	2	0	5	-14	-11	0	-6
CCc1cccc(C)c1NC(=O)C1CN(S(=O)(=O)c2ccccc2)CCN1S(=O)(=O)c1ccccc1 (centres undefined)	2	7	6	3	1	0	-4	-1	1	-9
CSc1nnc(C)c(=O)n1COC(=O)/C=C/c1ccc2c(c1)OCO2	8	-6	-3	-7	-2	4	-3	0	-3	0
CC(=O)Nc1ccc(-c2sc(Nc3ccccc3)n[n+]2C)cc1	-5	2	5	6	1	1	0	9	-2	-4
O=C(C/C=N/OCc1c(Cl)cccc1Cl)c1ccccc1	6	14	5	3	0	0	-23	-6	0	7
O=[N+]([O-])c1ccc(CN2[C@H](COCc3ccccc3)[C@@H](N3CCCC3)CS2(=O)=O)cc1	6	2	-2	3	7	9	.	1	-1	14
Cc1cc(C)cc(C(=O)Nc2nc3ccccc3[nH]2)c1	6	-5	-6	1	9	-1	0	18	-1	-3
CCOC(=O)c1c(C)[nH]c(C(=O)OCC(=O)N(CC(C)C)c2c(N)n(Cc3ccccc3)c(=O)[nH]c2=O)c1C	0	-9	6	-5	1	5	-16	2	-5	-8
CC(C)(O)C#Cc1ccc(CN2CCN(C3CCCCC3)C(CCO)C2)cc1 (centres undefined)	-8	11	1	-3	-1	-5	0	-6	-1	7
CCC(C(=O)O)N1C(=O)C2CCCCC2C1=O (centres undefined)	7	-7	-1	1	1	-1	-2	-2	0	5
CC(=O)Nc1ccc(NC(=O)c2c(-c3ccccc3Cl)noc2C)cc1	-6	-5	1	1	-2	-5	-2	1	2	-1
O=C(CCSc1ccccn1)Nc1ccc(Br)cc1	-5	-11	0	1	-4	4	-4	-2	0	-7
Cn1c(=O)c2cc(NC(=O)NCc3ccc(F)cc3)ccc2n1C/C=C/c1ccccc1	6	6	3	5	0	-5	.	6	5	4
CN1C(=O)c2ccc(NC(=O)c3ccc(N4CCCCC4)c([N+](=O)[O-])c3)cc2C1=O	0	-14	-1	-1	1	2	-1	3	-2	-2
Cn1c2ccccc2c2c(C(=O)N3CCN(c4ccccn4)CC3)cn(C3CCCC3)c(=O)c21	-3	5	-17	5	0	3	-12	4	-2	11
COc1ccc(-c2csc(NC(=O)C3CC(=O)N(Cc4ccccc4)C3)n2)cc1OC (centres undefined)	-3	-5	-2	1	-2	-2	-8	2	2	1
COc1ccc(NC(=O)COC(=O)C2CCN(C(=O)c3ccc(Cl)cc3)CC2)c([N+](=O)[O-])c1	2	-1	-2	6	0	7	-2	4	1	-7
OCCC1CN(Cc2cnc(-c3cccc4ccccc34)nc2)CCN1C1CCCCC1 (centres undefined)	-9	7	3	4	-8	1	-1	0	-1	4
Cc1c(NC(=O)CN2CCN(c3ccccc3)CC2)c(=O)n(-c2ccccc2)n1C	0	1	-1	-1	0	-1	-3	-6	-2	-3
COc1ccc(CN(C)C(=O)[C@@H](Cc2ccccc2)NC(=O)[C@H]2O[C@@H](n3ccc(N)nc3=O)[C@H](O)[C@@H]2O)cc1OC	2	-3	-2	-3	2	-5	.	-2	-2	48*
CC1=NN(c2ccccc2)C(=O)/C1=C/c1cn(C)c2ccccc12	10	-7	-2	-3	-2	-4	12	-12	6	1
Cc1ccccc1NS(=O)(=O)c1ccc2[nH]cc(C(=O)NCCCN3CCOCC3)c(=O)c2c1	4	2	-3	4	-3	2	-4	-7	-1	-3
CS(=O)(=O)N(CC(=O)NCCSC1CCCCC1)c1cccc(F)c1	0	-6	5	-5	3	-2	0	8	-1	18*
O=C(CN1C(=O)NC2(CCCC2)C1=O)Nc1cccc(-c2nnc3n2CCCCC3)c1	-7	-5	4	7	3	0	1	5	-2	0
CC(=O)c1nn(-c2cccc(Br)c2)cc1C(=O)c1ccc(Br)cc1	-2	-5	2	1	-1	8	1	8	0	2
Cc1ccc(Cl)cc1N1CCN(C(=O)C2CCN(S(=O)(=O)c3cnc[nH]3)CC2)CC1	1	5	0	0	2	7	0	-2	1	-2
COc1ccc(C(=O)C2CCCN(Cc3ccc4nonc4c3)C2)cc1OC (centres undefined)	-5	-1	-1	2	-2	-3	0	0	6	-2
CC(=O)Nc1ccc(C(=O)OCC(=O)Nc2ccc([N+](=O)[O-])cc2C(F)(F)F)cc1	0	14	-4	2	2	-1	-3	15	-2	6
COc1ccc(C(=O)Nc2ccc(S(=O)(=O)Nc3nccc(C)n3)cc2)cc1OC	6	-5	3	-1	2	-4	5	-5	-3	-2
Cc1cc(C)c(S(=O)(=O)N2CCN(C(=O)C(C)Cn3nc(C)nc3C)CC2)c(C)c1 (centres undefined)	-5	-6	9	-1	-8	1	5	8	2	-3
COCCCNC(=O)c1c[nH]c2ccc(S(=O)(=O)N3CCc4ccccc43)cc2c1=O	13	-9	-4	2	7	-9	-12	-21	-3	-2
Cc1c(Cl)cnc(NC(=O)COC(=O)c2ccc3ncsc3c2)c1Cl	3	5	-2	-3	3	7	-2	-2	9	0

A second format for some results above:
compound,rCAG RNA binder,TDP2 inh,NPR2 activator,MBD2 DNA inh,LEDGF integ inh,TCR-CD3 inh,HTRA1 inhibitor,mABHD4 FP,PRMT1 inh,SIAE inh
COc1ccc(CN(C)C(=O)[C@@H](Cc2ccccc2)NC(=O)[C@H]2O[C@@H](n3ccc(N)nc3=O)[C@H](O)[C@@H]2O)cc1OC,2,-3,-2,-3,2,-5,.,-2,-2,48*
CCOc1ccc(S(=O)(=O)N2CCN(C(=O)c3cc(-c4ccccc4)nn3-c3ccccc3)CC2)cc1,3,-9,1,0,0,-6,-1,-2,4,-8
Cc1c(NC(=O)CN2CCN(c3ccccc3)CC2)c(=O)n(-c2ccccc2)n1C,0,1,-1,-1,0,-1,-3,-6,-2,-3
Cn1c2ccccc2c2c(C(=O)N3CCN(c4ccccn4)CC3)cn(C3CCCC3)c(=O)c21,-3,5,-17,5,0,3,-12,4,-2,11
CSc1nnc(C)c(=O)n1COC(=O)/C=C/c1ccc2c(c1)OCO2,8,-6,-3,-7,-2,4,-3,0,-3,0
Cc1c(Cl)cnc(NC(=O)COC(=O)c2ccc3ncsc3c2)c1Cl,3,5,-2,-3,3,7,-2,-2,9,0

(next part)
SMILES	rCAG RNA binder	TDP2 inh	NPR2 activator	MBD2 DNA inh	LEDGF integ inh	TCR-CD3 inh	HTRA1 inhibitor	mABHD4 FP	PRMT1 inh	SIAE inh
Clc1ccc2c(N/N=C/c3ccccc3Br)ccnc2c1	7	2	-5	0	-4	-2	0	3	3	1
O=C(Nc1ccc(F)cc1)NC1(C(=O)NCc2cccs2)CCCCC1	-2	1	-4	-2	2	4	-4	-3	-2	10
Cc1cccc(-c2nnc(SCc3cc(=O)[nH]c4ccccc34)n2C)c1	-3	7	2	1	-1	3	-4	1	1	-2
CCCCn1c(N)c(N(CCOC)C(=O)c2cnccn2)c(=O)[nH]c1=O	3	1	-7	2	-2	-4	4	4	1	1
O=C(Cc1cccc(C(F)(F)F)c1)Nc1cc(S(=O)(=O)N2CCOCC2)ccc1N1CCCC1	2	0	3	4	0	2	-19	2	1	-2
CC(=O)NCc1ccc(S(=O)(=O)N2CCCN(C)CC2)cc1	-2	-5	3	1	2	2	8	5	1	-6
Cc1ccc(CCN2CC(C(=O)NCCCN3CCC(C)CC3)CC2=O)cc1 (centres undefined)	-7	8	7	2	0	3	6	-2	-3	5
CNc1ccc(C(=O)N2CCN(S(=O)(=O)c3ccc4c(c3)OCCCO4)CC2)cc1[N+](=O)[O-]	-1	1	0	-2	-6	-1	0	-2	2	3
CCn1c(SCC(=O)Nc2cc(C)on2)nnc1-c1cccc(C)c1	-2	-16	2	0	-7	1	6	-4	2	4
Cc1ccc(NC(=O)C2CC(=O)N/C(=N/N=C/c3ccco3)S2)cc1 (centres undefined)	1	-3	-5	0	-3	2	3	4	1	-14
CCOc1ccc(Nc2nc(N)c([N+](=O)[O-])c(N3CCN(CC)CC3)n2)cc1	-6	-9	-6	-4	1	1	4	6	-2	2
CC(NC(=S)Nc1c(Cl)cccc1OC(F)F)C(C)(C)C (centres undefined)	-1	-3	-3	4	0	-10	1	-2	-1	4

The list is partial; rates above refer to the full screens.
